ERK EGF block = EGF-driven ERK pathway inhibition. Potency, µM (titrated, usually from 11.5 µM), for the others: at the top dose activity change, negative = inhibition, hits mostly inhibitors. hit rate 0.41% among 130,000. AID 1454. HEK293-V1b, EGF-stimulated phospho-ERK AlphaScreen; active means well fitted inhibition curve with a large enough effect; inconclusive means small, poorly fitted or top-dose-only effect, or effect the other way;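 further: plate controls were stimulated vehicle wells for no effect and unstimulated vehicle basal for full effect; nearly all actives have a fitted effect of over 55% in size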
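In this qHTS, HEK293 cells with stable type-1 vasopressin (V1b) receptor were exposed to compound at 37C for 30 min, stimulated 5 min with EGF at 25 nM, lysed, and probed for phospho-ERK by AlphaScreen.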
* marks the source's active call; other numbers are inactive results; ? = inconclusive; [ ] = dose if it differs, or a comment. Potency means the concentration at half of the fitted maximal effect.

SMILES | ERK EGF block
O=C1CN(C(=O)COC(=O)CCNS(=O)(=O)c2ccc(Cl)cc2)c2ccccc2N1 | -5%[57.5 µM]
Cc1onc(-c2c(F)cccc2Cl)c1C(=O)N[C@H]1C(=O)N2[C@H]1SC(C)(C)[C@H]2C(=O)O | -4%[25.7 µM]
COc1ccc(-c2cc(C(=O)Nc3nc4ccccc4s3)c3ccccc3n2)cc1OC | 5%
O=C(CSCc1ccc(F)cc1)Nc1ccc(F)cc1 | 9%
O=C(CCc1nnc(CCCc2ccccc2)o1)NCC(F)(F)F | 3%
Cn1cccc1C(=O)N1CCC2(CC1)CN(C(=O)Nc1cccc(F)c1)C2 | 0%
COC(=O)c1cc(NC(=O)C2(S(=O)(=O)c3ccc(C)cc3)CC2)cc(C(=O)OC)c1 | 6%
C[C@@]12CC[C@@H]3c4ccc(O)cc4C[C@H](CCCCCCCCCS(=O)CCCC(F)(F)C(F)(F)F)[C@H]3[C@@H]1CC[C@@H]2O (some centres not stated) | -10%
CCCCOc1ccc(Cc2c(COCC)[nH]c(=S)[nH]c2=O)cc1 | 11%
Cc1cc(CNC(=O)COc2ccc(F)cc2Cl)cc(C)c1O | -12%
CN(C)c1ccnc2sc3c(NCC(O)CO)ncnc3c12 (configuration not stated) | 3%
Cc1cc(O)ccc1NC(=O)CCN1C(=O)c2ccc([N+](=O)[O-])cc2C1=O | 8%
CC(C)C[C@H](NC(=O)NC1CCCc2ccccc21)C(=O)O (some centres not stated) | 19%[57.5 µM]
COc1ccc(-c2csc(NC(=O)c3ccc(OCC(=O)N4CCOCC4)c(OC)c3)n2)cc1OC | ?
Cc1ccc(CN2CCSCC2)c(C)c1 | 2%
O=C(NN1C(=O)/C(=C/c2cccs2)SC1=S)c1ccncc1 | -3%[57.5 µM]
COc1ccc([N+](=O)[O-])cc1NC(=O)C(C)N1CCN(C(=O)c2ccco2)CC1 (configuration not stated) | 15%
O=C1/C(=C\c2ccncc2)SC(=S)N1C1CCCCC1 | 9%
O=C(NC1CCc2ccccc21)c1cc(COc2ccc(F)cc2F)on1 (configuration not stated) | 2%
CCCn1c(N)c(C(=S)NC(=O)C2CC2)c(=O)n(C)c1=O | -1%
Cn1c(Cn2c(=O)sc3ccccc32)nnc1SCC(=O)Nc1ccccc1 | -2%
O=C(Nc1ccc(N2CCN(Cc3ccccc3F)CC2)cc1)c1ccccc1[N+](=O)[O-] | 5%
O=C(CSc1nnc(-c2ccncc2)n1CCc1ccccc1)NCc1ccccc1 | 9%
CC1(C)CCC(NC(=O)[C@@H](N)CCC(=O)O)CC1 | 19%
CSc1cccc(NC(=O)Nc2ccccc2C(N)=O)c1 | 4%[57.5 µM]
O=C(c1ccccc1)c1cc2c(cc1[N+](=O)[O-])OCCO2 | -6%
CC(c1ccccc1)N1C(=O)C2C3CCC(C3)C2C1=O (configuration not stated) | 6%
N#C/C(=C\c1ccc(Br)s1)C(=O)N1CCN(c2ccccc2)CC1 | 10%
CCNC(=O)COC(=O)c1ccc(NS(=O)(=O)c2ccc3c(c2)OCCO3)cc1 | 9%
O=C(N/N=C1/CCS(=O)(=O)c2ccc(F)cc21)c1ccccn1 | -7%
COc1ccc(Cl)cc1NC(=O)NC(C)C | -2%
CC(C)C(OC(=O)c1oc2ccccc2c1CSC1CCCCC1)C(=O)NC(N)=O (configuration not stated) | 0%
Cc1ccc(NC(=O)COC(=O)c2ccc3c(c2)OCO3)cc1S(=O)(=O)N1CCCCC1 | -4%
O=C(O)Cc1ccc(NC(=O)C(c2ccccc2)c2ccccc2)cc1 | -2%
O=C(OCC1OC(OC(=O)c2cc(O)c(O)c(OC(=O)c3cc(O)c(O)c(O)c3)c2)[C@@H](OC(=O)c2cc(O)c(O)c(OC(=O)c3cc(O)c(O)c(O)c3)c2)C(OC(=O)c2cc(O)c(O)c(OC(=O)c3cc(O)c(O)c(O)c3)c2)C1OC(=O)c1cc(O)c(O)c(OC(=O)c2cc(O)c(O)c(O)c2)c1)c1cc(O)c(O)c(OC(=O)c2cc(O)c(O)c(O)c2)c1 (some centres not stated) | 7.9µM*
O=C(NC1(C(F)(F)F)NC(=O)N(c2ccccc2F)C1=O)c1ccncc1 (configuration not stated) | 0%
Cc1c(CN(C)Cc2cn(C)nc2-c2ccccc2F)[nH]c2ccccc12 | 4%
COc1ccc(NCC(=O)n2c(C)c(C)c3ccccc32)cc1 | 7%[57.5 µM]
CCN(CC)C(=S)SC1CCCCN(C(=O)c2ccccc2)C1=O (configuration not stated) | -5%[57.5 µM]
CCC(C)NC(=O)COC(=O)c1ccccc1OCC(=O)Nc1ccc(Br)cc1 (configuration not stated) | 4%
Cc1ccc(-n2cnc(N)c2C(=O)c2cccc([N+](=O)[O-])c2)cc1 | -11%[57.5 µM]
O=C(COc1ccccc1-c1ccccc1)NN=C1CCCC1 | 4%
COc1cc(C)c(NC(=S)NCCCN2CCOCC2)cc1OC | 1%
CC1Oc2ccccc2C=C1/C=N/Nc1ccc(C(=O)O)cc1 (configuration not stated) | -8%[57.5 µM]
Cc1[nH]c2ccccc2c1/C=N/Nc1ccc(F)cc1F | -4%
Fc1ccccc1C1CCN(Cc2nc(CC3CC3)no2)C1 (configuration not stated) | -16%[57.5 µM]
Cc1ccc(NC(=O)c2ccc(Cl)cc2[N+](=O)[O-])nc1 | 0%
O=C(NCCCc1nc2ccccc2[nH]1)c1cccs1 | -8%
O=C1/C(=N\S(=O)(=O)c2cccs2)C([n+]2ccccc2)=C([O-])c2ccccc21 | 8%[57.5 µM]
Cc1ccc(C(=O)OCC(=O)Nc2cccc(Cl)c2C)c(O)c1 | -2%[57.5 µM]
CNc1nc(Cl)c(SC)c(NC2CCCCC2)n1 | -2%
CC(=O)Nc1sc2c(c1C(N)=O)CCN(Cc1ccccc1)C2 | -15%[57.5 µM]
COc1ccc(NS(=O)(=O)c2ccc(NC(=S)NC(=O)/C=C/c3ccc(C)cc3)cc2)nn1 | 4%
CC(C)(C)c1ccc(C(=O)NC(=S)Nc2sc3c(c2C#N)CCC3)cc1 | 2%
O=c1cc(C(F)(F)F)[nH]c2ccccc12 | 7%[57.5 µM]
N/C(=N\NS(=O)(=O)c1cc(C(F)(F)F)cc(C(F)(F)F)c1)c1ccccn1 | -1%[57.5 µM]
CCO[C@H]1OC(C(N)=O)=C[C@@H](c2csc3ccccc23)[C@@H]1CCCO | -26%[57.5 µM]
Cn1cnnc1SCC(=O)NNC(=O)c1ccc(Cl)cc1 | 4%
COc1ccc(C)cc1NC(=O)NNC(=O)C1CCC(C(C)(C)C)CC1 (configuration not stated) | -7%
COc1ccc(/C=N/NC(=O)C(=O)NCC2CCCO2)cc1 (configuration not stated) | 2%
Additional entries follow:
SMILES | ERK EGF block
CCCCNC(=O)CSc1nc(O)c(Cc2ccc(OC)cc2)c(=O)[nH]1 | 5%[57.5 µM]
NC(=O)COC(=O)CCCSc1nc2ccccc2s1 | -13%
CN(Cc1ccco1)C(=O)c1c[nH]c2ccc(S(=O)(=O)Nc3ccc4c(c3)OCCO4)cc2c1=O | 11%
CCOC(=O)Cc1csc(NC(=O)Cn2c(=O)oc3ccccc32)n1 | 4%[57.5 µM]
O=C(NC(Cc1c[nH]c2ccccc12)C(=O)Nc1ccc(OC(F)(F)F)cc1)c1cccs1 (configuration not stated) | -4%
Oc1ccc(C(=S)N2CCN(Cc3ccccc3)CC2)cc1 | -11%[57.5 µM]
O=c1[nH]c2ccc(N/C(=N/S(=O)(=O)c3ccccc3)c3ccccc3)cc2[nH]1 | 4%
Cc1ccc(CSCC(=O)Nc2ccc(F)cc2)cc1 | -4%
CCn1c(SCc2ccccc2Cl)nc2nc3c(cc2c1=O)CCCC3 | -12%
O=C1Nc2ccccc2/C1=N\N1CCOCC1 | -3%[57.5 µM]
O=C(NCC1CCCO1)c1cccnc1NCc1ccc(F)cc1 (configuration not stated) | -2%
COC(=O)c1c(C)cc(O)cc1O | 29%
CN(C)c1nnnn1-c1ccc(Cl)cc1Cl | 25%
Cc1ccccc1C(=O)NCCCCc1ccccc1 | 3%
CCCCC1C2C(=O)N(c3ccccc3)C(=O)C2ON1c1ccccc1 (configuration not stated) | 0%[57.5 µM]

The list goes on; the last 2 above are carried over.
SMILES | ERK EGF block
Cc1ccccc1C(=O)NCCCCc1ccccc1 | 3%
CCCCC1C2C(=O)N(c3ccccc3)C(=O)C2ON1c1ccccc1 (configuration not stated) | 0%[57.5 µM]
CCCCS(=O)c1c(O)c2ccccc2[nH]c1=O (configuration not stated) | -3%
Cc1nnc(SC(C)C)n(N)c1=O | -6%
O=C(/C=C/c1ccco1)Nc1cccnc1 | -4%
CCn1c(C)nc2cc(C(=O)N/N=C/c3ccc(N4CCOCC4)cc3)ccc21 | -6%
C=CCn1c(SCC(=O)N(C)C2CCS(=O)(=O)C2)nc2ccccc2c1=O (configuration not stated) | -7%
Cn1cc(Br)c(C(=O)Nc2nccs2)n1 | -11%
CCOc1ccc(NS(=O)(=O)c2ccc(SC)cc2)cc1 | 6%
COc1ccc(N(C(C)C(=O)N2CCC(Cc3ccccc3)CC2)S(C)(=O)=O)cc1 (configuration not stated) | -3%
O=C(COC(=O)CNC(=O)c1ccc(Br)o1)Nc1ccccc1OC(F)F | 5%
Cc1oc2c(c1C(=O)O)C(=O)c1ccccc1C2=O | -10%
CCOc1ccc(NC(C)C(=O)N/N=C/c2cccs2)cc1 (configuration not stated) | -11%
O=C(/C=C/c1ccco1)NCCc1ccccc1 | -2%
c1ccc(-c2noc(-c3ccc4c(c3)OCO4)n2)cc1 | -1%
CCC(C)NS(=O)(=O)c1ccc(OCC(=O)N2CCC(C)CC2)cc1 (configuration not stated) | 2%
CSCCC(N=C(NS(=O)(=O)c1ccc(C)cc1)c1ccccc1)C(=O)O (configuration not stated) | -15%[57.5 µM]
Cc1c(NC(=O)CSc2ccc(Cl)cc2)cccc1-c1nc2cc(Cl)ccc2o1 | -9%
COc1ccccc1NS(=O)(=O)c1cc(NC(=S)Nc2cc(C)cc(C)c2)ccc1Cl | 9%
CN(CC(=O)Nc1ccc(F)cc1)C(=O)COc1ncnc2ccccc12 | -3%[57.5 µM]
CCn1c(CCNC(=O)c2cccs2)n[nH]c1=S | 14%
Cc1ccc(NC(=S)NC(=O)c2ccc(F)cc2)cc1S(=O)(=O)Nc1ccccc1Cl | -3%
N=c1oc2ccccc2cc1-c1nc(-c2ccc(Cl)cc2)cs1 | ?
CCn1cc(C(=O)OCC(=O)c2ccc(Cl)cc2)c(=O)c2ccc(C)nc21 | 9%
CSc1nncc(-c2ccccc2)n1 | -9%
CCCCNc1cc(C(=O)O)cc(S(N)(=O)=O)c1Oc1ccccc1 | -4%[57.5 µM]
Cc1ccc(NC(=O)c2ccc3ccccc3n2)cc1S(=O)(=O)N1CCOCC1 | -4%
Cn1cc(CNC(=O)c2sc3cccc(Cl)c3c2Cl)cn1 | -3%
CCCOC(=O)c1ccc(Oc2cn[nH]c2-c2ccc(OCC(=O)NN)cc2O)cc1 | 7%[57.5 µM]
Cn1c(=O)c2c(nc(Sc3ncnn3CC(=O)N3CCOCC3)n2C)n(C)c1=O | 3%[57.5 µM]
O=C(CN(Cc1ccccc1)C1=NCCS1)c1ccc(Cl)cc1 | -5%
CC(C)NOC(=O)c1ccc(Cl)cc1 | 2%

Structures from the list above that have a CF3 group, in the order listed:
SMILES | ERK EGF block
O=C(CCc1nnc(CCCc2ccccc2)o1)NCC(F)(F)F | 3%
C[C@@]12CC[C@@H]3c4ccc(O)cc4C[C@H](CCCCCCCCCS(=O)CCCC(F)(F)C(F)(F)F)[C@H]3[C@@H]1CC[C@@H]2O (some centres not stated) | -10%
O=C(NC1(C(F)(F)F)NC(=O)N(c2ccccc2F)C1=O)c1ccncc1 (configuration not stated) | 0%
O=c1cc(C(F)(F)F)[nH]c2ccccc12 | 7%[57.5 µM]
N/C(=N\NS(=O)(=O)c1cc(C(F)(F)F)cc(C(F)(F)F)c1)c1ccccn1 | -1%[57.5 µM]
O=C(NC(Cc1c[nH]c2ccccc12)C(=O)Nc1ccc(OC(F)(F)F)cc1)c1cccs1 (configuration not stated) | -4%

Continuation:
SMILES | ERK EGF block
O=S(=O)(c1ccc2ccccc2c1)N1CCN(C(=S)Nc2ccc(F)c(Cl)c2)CC1 | 8%
COc1cc(/C=N/Nc2nc(=O)[nH]nc2C)cc([N+](=O)[O-])c1O | -3%[57.5 µM]
Cc1cccc(NC(=O)CSc2nnc(NC(=O)CN3CCCCC3)s2)c1 | 5%
Cc1ccc2c(=O)[nH]c(Cc3ccccc3C(=O)O)nc2c1 | -18%[57.5 µM]
Cn1cccc1/C=C1\SC(=S)N(NC(=O)c2ccc(Cl)cc2)C1=O | ?
CC(C)(C)C1CCC(=NNc2ccc(S(N)(=O)=O)cc2[N+](=O)[O-])CC1 (configuration not stated) | 1%
CN(C)S(=O)(=O)c1cccc(C(=O)N=C2N=C3C=CC(Cl)=CN3Cc3ccccc32)c1 | 3%[57.5 µM]
N#C/C(=C/c1cccs1)c1nc2ccccc2[nH]1 | -12%
CC(C)c1ccccc1S(=O)(=O)c1cc(N)c2ncccc2c1[N+](=O)[O-] | 5%
CCOc1ccc2nc(NC(=O)C3=NNC(=O)CC3)sc2c1 | 3%
CCNC(=S)Nc1cc(OCC)c(N2CCOCC2)cc1OCC | 2%
OCCNC(=S)Nc1ccc2c(c1)OCCO2 | -1%[57.5 µM]
CCN(CC)S(=O)(=O)c1ccc(Cl)c(NC(=O)COC(=O)c2ccc([N+](=O)[O-])o2)c1 | -7%[57.5 µM]
COc1cccc(NC(=O)C(c2ccccc2)N2CCN(c3ccccn3)CC2)c1 (configuration not stated) | 1%
COc1cc(CNc2ccc(C(=O)O)cc2)cc(Br)c1OCC(=O)NC(C)(C)C | 4%
CCOC(=O)C1(CC2CCCCO2)CCN(Cc2nc3ccccc3[nH]2)CC1 (configuration not stated) | 6%
CN1CCN(c2nc(-c3ccccc3)nc(-c3ccccc3)c2C#N)CC1 | 2%
COc1ccc(CN2CCCCCC2)c(C)c1C | 3%

Some of the compounds tested, so the mix of outcomes need not match the whole.
